High-throughput results: PubChem BioAssay, National Center for Advancing Translational Sciences (NCATS)
4MU fluor: qHTS Assay for Spectroscopic Profiling in 4-MU Spectral Region; compound autofluorescence, 340/450 nm, 4-MU equivalents; stronger effect = higher value; max dye-equivalent concentration, M; 59,000 compounds, 11% hits; AID 589, 2007; in the data active = max dye-equivalent concentration above about 10 nM; inconclusive = mostly about 1.1 nM to 9.6 nM
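Compounds in 100 mM Tris, pH 8.0, sat 15 min at room temperature before fluorescence was read at 340 nm excitation/450 nm emission; a per-plate six-point 4-MU standard curve converted signals to dye-equivalent concentration at each compound concentration.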
Ub-GFP proteasome: Ubiquitin-GFP Assay; Ubiquitin-GFP reporter cells, proteasome inhibition, GFP fluorescence; response scale: untreated = 0%, 10 µM MG-132 = 100%; 67,000 tested, under 10 active; Potency, µM (doses to about 45.9 µM), for the others: top-dose activation (GFP accumulation), hits mostly activators; AID 526, 2006; active = well fitted activation curve with a large enough effect, not every such curve was filed as active; inconclusive = small, poorly fitted or top-dose-only effect, or another doubt; inactive = no such curve, though single readings can be large or run the other way; also: potency is read from the fitted curve at half-maximal effect
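Proteasome blockade was scored as a rise in GFP-expressing U2OS cells carrying a ubiquitin(G76V)-GFP construct, imaged after 4 hr compound treatment at 37 °C across a 46 uM–2.9 nM series.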
Hsp90 Hop PPI: qHTS Assay for Disrupters of an Hsp90 Co-Chaperone Interaction. Hsp90 C-terminal peptide / TPR2A (Hop) interaction, human. AlphaScreen TPR2A-His6 binding biotin-Hsp90 C-terminal peptide. Potency, µM (top dose mostly 57 µM), inactives show top-dose activity change, negative = inhibition. 71,000 compounds, 0.44% hits; active = well fitted curve in either direction with a large enough effect; inconclusive = small, poorly fitted or top-dose-only effect, or another doubt; also: potency is read from the fitted curve at half-maximal effect; % is scaled to controls: 0 for no effect and ±100 for the full control effect; many of its hits are not listed in these tables
Texas Red fluor: qHTS Assay for Spectroscopic Profiling in Texas Red Spectral Region | 59,000 compounds, 0.06% hits | max dye-equivalent concentration, M | Compound fluorescence, Texas Red channel, 547/618 nm; stronger effect = higher value; in the data active = max dye-equivalent concentration above about 10 nM; inconclusive = between about 1.1 nM and that limit
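Dye-equivalent concentrations come from scaling compound signal (ex 547, em 618 nm) to six Texas Red standard concentrations run on every plate, after 15 min room-temperature incubation in pH 8.0 Tris (100 mM).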
FLuc inh: qHTS Assay for Inhibitors of Firefly Luciferase. purified firefly luciferase, luminescence, 8 min. Potency, µM (titrated, usually from 57.1 µM), without a hit: top-dose activity change, negative = inhibition, usual class: inhibitors. 72,000 compounds, 2.2% hits; also: potency is read from the fitted curve at half-maximal effect; % is scaled to controls: 0 for no effect and ±100 for the full control effect; nearly all actives have a fitted effect of over 40% in size
Target sequence (P08659 whole entry, looked up): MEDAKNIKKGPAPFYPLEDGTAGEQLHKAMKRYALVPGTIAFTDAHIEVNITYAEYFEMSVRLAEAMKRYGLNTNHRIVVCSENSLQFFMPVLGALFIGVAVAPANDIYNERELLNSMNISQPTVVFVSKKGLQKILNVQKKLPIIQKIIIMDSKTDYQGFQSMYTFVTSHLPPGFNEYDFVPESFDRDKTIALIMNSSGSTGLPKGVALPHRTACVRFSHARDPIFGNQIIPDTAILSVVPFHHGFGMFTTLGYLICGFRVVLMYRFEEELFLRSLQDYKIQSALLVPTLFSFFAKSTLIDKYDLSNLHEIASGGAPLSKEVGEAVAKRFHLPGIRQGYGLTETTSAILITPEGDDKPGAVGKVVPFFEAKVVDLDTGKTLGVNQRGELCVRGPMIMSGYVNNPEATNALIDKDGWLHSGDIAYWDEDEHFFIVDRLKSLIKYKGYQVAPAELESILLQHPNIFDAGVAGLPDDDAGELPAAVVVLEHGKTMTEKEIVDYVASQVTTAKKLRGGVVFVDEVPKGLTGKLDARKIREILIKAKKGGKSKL
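Inhibition of light generation by firefly luciferase from ATP and luciferin was profiled with concentration-response curves per sample, ATP held at 10 uM within the enzyme's linear range. Plates were read by luminescence after an 8-minute ambient incubation.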
A350 autofl: qHTS Assay for Spectroscopic Profiling in A350 Spectral Region; 59,000 compounds, 11% hits; AID 590, 2007; max dye-equivalent concentration, M; Compound autofluorescence, 340/450 nm, Alexa 350 dye-equivalents; stronger effect = higher value; in the data active = max dye-equivalent concentration above about 10 nM; inconclusive = mostly about 1.1 nM to 9.6 nM
ERK AVP inh: qHTS Assay for Inhibitors of the ERK Signaling Pathway using a Homogeneous Screening Assay; Potency, µM (series often up to 57.5 µM), for the others: top-dose activity, negative = inhibition, most hits filed as inhibitors; 72,000 compounds, 0.99% hits; HEK293-V1b, vasopressin-stimulated pERK AlphaScreen; also: potency is read from the fitted curve at half-maximal effect; % is scaled to controls: 0 for no effect and ±100 for the full control effect; nearly all actives have a fitted effect of over 55% in size
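V1b-HEK293 cells; cpd 30 min 37C; 25 nM vasopressin 5 min; lyse 10 min; AlphaScreen beads 5 hr RT. Normalized to DMSO basal and 25 nM vasopressin; AC50 by Hill fit.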
HBB splice mod: qHTS Assay for Modulators of Hemoglobin Beta Chain Splicing. HBB splicing reporter cell assay, activation; EGFP reporter with mutant IVS2-654 intron; response scale: normalised to 500 nM splice-correcting PNA. Potency, µM (highest dose often 46.1 µM), without a hit: at the top dose activation, hits mostly activators. 65,000 compounds, 0.06% hits. AID 925, 2007; also: potency is read from the fitted curve at half-maximal effect; 0% is about no effect
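Compounds were applied for 2 days to HeLa EGFP-654 cells, 500/well in Optimem with 2% FCS. The reporter's EGFP is disrupted by mis-splicing of beta-globin intron IVS2-654. Readout: summed well GFP fluorescence from 488 nm laser scanning; reference was 500 nM antisense […] 654 PNA.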
CRE-bla Fsk: Cell signaling CRE-BLA (Fsk stim) | 71,000 compounds, 2.5% hits | Potency, µM (top dose mostly 38.2 µM), without a hit: at the top dose activity change, negative = inhibition, most hits filed as activators | CHO CRE-bla reporter (cAMP response element driving beta-lactamase), forskolin EC10, beta-lactamase ratio; active = well fitted activation curve with a large enough effect in the signal ratio, with a control signal flat, not every such curve was filed as active; inconclusive = small, poorly fitted or top-dose-only effect, or effect the other way, or a change in a side signal; the % refers to the signal ratio; also: potency is read from the fitted curve at half-maximal effect; % of control where 0% means no effect
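Beta-lactamase reporter under a cAMP responsive element in CHO cells; compounds tested in titration series against EC10 NKH 477, 3 h at 37 °C. Read-out: CCF4 FRET ratio 460nm/530nm (excitation 405nm) giving %Activity, fitted to AC50.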
Fluorescein autfl: qHTS Assay for Spectroscopic Profiling in Fluorescein Spectral Region. Compound autofluorescence, 480/540 nm, fluorescein-equivalent; stronger effect = higher value. max fluorescein-equivalent concentration, M. 59,000 compounds, 0.91% hits. AID 593, 2007; in the data active = max fluorescein-equivalent concentration above about 10 nM; inconclusive = between about 1.1 nM and that limit
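Compounds were pin-transferred into 100 mM Tris buffer, pH 8.0, and incubated 15 min at room temperature. Fluorescence was read at 480 nm excitation/540 nm emission. Signals were normalized to an on-plate six-point fluorescein standard curve as dye-equivalent concentration.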
GFP derepression: qHTS Assay for Epigenetic Modulators | mouse C127i GFP locus derepression, cytometry, 30 h | Potency, µM (doses to about 46.1 µM), inactives show top-dose GFP derepression (activation) | 68,000 compounds, 0.09% hits | AID 597, 2007; also: % of control where 0% means no effect
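Derepression screen: silenced CMV-GFP reporter in murine C127i cells, 30 h compound incubation at 37 C, washed cells imaged by laser-scanning cytometer to enumerate GFP-expressing objects of 20 to 120 um.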
An asterisk follows results filed as active; i = inactive; ? = inconclusive; . = no result given; [ ] = dose if it differs, or a comment. Unless noted, calls follow the shape of the dose curve; as a rule, active = well fitted curve in the direction sought with a large enough effect; inconclusive = small, poorly fitted or top-dose-only effect, or another doubt; inactive = no such curve, though single readings can be large; an effect the other way counts as inactive or inconclusive. Some of the compounds tested. The share of hits here may be higher or lower than overall.

SMILES	4MU fluor	Ub-GFP proteasome	Hsp90 Hop PPI	Texas Red fluor	FLuc inh	A350 autofl	ERK AVP inh	HBB splice mod	CRE-bla Fsk	Fluorescein autfl	GFP derepression
Cc1noc(C)c1COC(=O)CCc1nc2ccccc2s1	i	1%	3%	i	3%	i	-1%	-0.2%	2%	?	-1%
COc1ccc(C(=O)Nc2c(N)nc(SCC(=O)N3CCCCCC3)[nH]c2=O)cc1OC	.	-11%	2%	.	0%	.	.	-0.8%	6%	.	.
CN1CCN(c2ccc(NC(=O)c3ccccc3Br)cc2)CC1	i	-5%	-3%	?	?	i	-14%	2.5%	4%	i	1%
CCn1c(CNc2cccc(Cl)c2)nnc1SCc1ccccc1	i	-1%	-1%	i	2%	i	0%	.	-10%	i	0%
Cc1ccc(S(=O)(=O)N2CCCC2C(=O)Oc2ccccc2)cc1 (stereo unspecified)	i	3%	6%	i	0%	?	-18%	-0.8%	9%	i	0%
CCOc1cc(NC(=O)c2ccco2)c(OCC)cc1NC(=O)COc1ccccc1	8.5e-08M*	-2%	-5%	i	-1%	7.8e-08M*	3%	0.2%[57.5 µM]	12%	?	0%
Cc1ccc(N(CC(=O)NC2CCC(C)CC2)S(=O)(=O)c2cccnc2)cc1 (stereo unspecified)	.	18%	-1%	.	1%	.	-4%	0.2%	-8%	.	0%
O=C(O)CCC(=O)c1cccc2ccccc12	?	-1%	-2%	i	2%	?	2%	-0.3%	-11%	i	3%
O=C(NCc1ccccn1)C1CCCN(S(=O)(=O)c2ccc(Br)cc2)C1 (stereo unspecified)	i	-5%	-6%	i	1%	i	-18%	1.6%	-18%	i	0%
Cc1sc(NC(=O)c2ccco2)c(CN2CCCCC2)c1C	i	3%	-2%	i	-3%	i	1%	-0.3%[57.5 µM]	3%	i	2%
Cc1cc(S(=O)(=O)N2CCCC2)c(C)s1	i	-4%	-1%	i	-1%	i	-6%	-1.5%	2%	i	0%
Cc1nc2cc(NC(=O)N3CC4(C)CC3CC(C)(C)C4)ccc2n1C (stereo unspecified)	i	-4%	1%	i	0%	i	-8%	0.4%	-1%	i	2%
CCCCn1c(CNC(C)=O)nc2ccccc21	.	-3%	-4%	.	0%	.	.	-1.2%	-19%	.	.
CNC(=O)CCn1nc(-c2ccc(Cl)cc2)c2ccccc2c1=O	i	0%	-3%	i	3%	i	-15%	-1.1%	?	i	-3%
Cc1cc(C)c(S(=O)(=O)NCC2CCC(C(=O)NCCCN3CCOCC3)CC2)c(C)c1 (stereo unspecified)	i	-12%	1%	i	-1%	i	13%	-0.7%	?	i	4%
Clc1ccc(-c2nnc(-c3ccc(Br)o3)o2)c(Cl)c1	.	-2%	-1%	.	-27%	.	23%	-3.4%	10%	.	2%
Cc1ccc(-c2nc(CSCC(=O)N3CCCC3)c(C)o2)cc1	i	8%	1%	i	-2%	i	14%	-2.5%	17%	i	1%
O=C(Cc1ccccc1)Nc1c(C(=O)N2CCOCC2)cnn1-c1ccccc1	.	-17%	2%	.	-1%	.	-7%	2.3%	-3%	.	0%
COc1cc(C2C(C(=O)c3ccco3)=C(O)C(=O)N2c2cc(C)on2)cc(Br)c1O (stereo unspecified)	i	-1%	-4%	?	1%	i	-5%	2.0%[57.5 µM]	?	?	3%
O=C(CC1SC(=Nc2ccccc2)N(CCCO)C1=O)Nc1ccc(Cl)cc1 (stereo unspecified)	i	3%	-5%	i	5%	i	?	1.3%[0.369 µM]	15%	?	2%
O=S(=O)(/N=C(/Nc1cc(N2CCOCC2)ncn1)c1ccc(F)cc1)c1ccccc1	i	14%	-2%	i	0%	?	?	-0.7%	?	i	0%
COC(=O)c1ccc(N2C(=O)CC(N(C)Cc3ccccc3)C2=O)cc1 (stereo unspecified)	.	28%	-1%	.	1%	.	-2%	0.8%	3%	.	-2%
COc1ccc(C)cc1NC(=O)CN(c1ccccc1F)S(C)(=O)=O	.	-1%	-4%	.	2%	.	5%	-1.6%	4%	.	-2%
COCCn1cnc2c1c(=O)n(CC(=O)c1ccc3c(c1)OCCO3)c(=O)n2Cc1ccccc1	i	3%	-3%	i	-3%	i	-14%	-0.2%[57.5 µM]	-5%	?	-1%
COc1ccc(C2=CSC3=NCCN23)cc1F	i	3%	2%	i	1%	i	-13%	-0.1%	9%	i	-2%
CC(=O)OCC(=O)[C@@]12OC(C)(C)O[C@@H]1C[C@H]1[C@H]3C[C@H](F)C4=CC(=O)C=C[C@@]4(C)[C@]3(F)[C@H](O)C[C@@]12C	i	-9%[20.5 µM]	-5%[26 µM]	i	1%[25.5 µM]	i	5%[25.7 µM]	0.1%[20.6 µM]	-9%[17.1 µM]	i	-2%[20.6 µM]
Oc1ccccc1-c1nc(NCC2CCCO2)c2ccccc2n1 (stereo unspecified)	i	-2%	20%	i	1%	i	32µM*	-4.1%[57.5 µM]	?	i	0%
COc1cc(N/C(=N/S(=O)(=O)c2ccccc2)c2ccccc2)ncn1	i	-12%	0%	i	-1%	i	-18%	-0.2%	?	?	0%
COC(=O)c1ccc(NC(=O)C2CC(=O)N(c3cc(C)ccc3C)C2)cc1 (stereo unspecified)	i	4%	-2%	i	5%	i	-9%	5.2%	-8%	i	3%
O=C(c1csnn1)N1CCC[C@@]2(CCN(c3ncccn3)C2)C1	i	13%	3%	i	2%[11.4 µM]	i	11%	-0.7%	5%	i	0%[9.22 µM]
COc1cc(NC(=O)Cn2nnc(-c3ccccc3N)n2)cc(OC)c1	i	3%	-2%	i	0%	?	5%	-0.2%	11%	?	-1%
O=C(CCCNS(=O)(=O)c1cccc2nsnc12)NCc1ccccc1	i	7%	-1%	i	1%	i	-2%	-0.2%	0%	i	3%
CCOC(=O)c1c(NC(=O)c2nn(CC)cc2Br)c(C#N)nn1-c1ccccc1	i	1%	0%	?	-2%	i	-10%	-0.8%	7.9µM*	i	-3%
Cn1c(SCc2ccccc2Cl)nnc1-c1cnccn1	1.9e-07M*	1%	0%	i	-3%	7.6e-08M*	3%	1.4%[1.84 µM]	8%	i	0%
CCOCCn1c(CCCO)nc2ccccc21	i	-1%	-2%	i	2%	i	16%	-0.2%[57.5 µM]	0%	?	-3%
COc1ccc(C2CC(C(F)(F)F)n3nc(C(=O)NCc4c(C)nn(C)c4C)c(Cl)c3N2)cc1 (stereo unspecified)	i	0%	-3%	i	3%	i	21%	0.9%[57.5 µM]	-5%	?	0%
CCOC(=O)c1c(CN2CCCCC2)oc2ccc(OC)cc12	i	.	.	i	1%[25.5 µM]	i	.	.	.	i	-2%[20.6 µM]
Cc1cc(C)nc(N(C#N)S(=O)(=O)c2ccccc2)n1	i	-6%	0%	i	1%	i	19%	.	2%	i	-2%
COCCNc1ccnc(-c2ccccc2C)n1	i	-6%	-1%	i	0%[2.29 µM]	i	3%	0.1%	-7%	i	0%[9.22 µM]

Profiles as entered above. Screens in order: 4MU fluor | Ub-GFP proteasome | Hsp90 Hop PPI | Texas Red fluor | FLuc inh | A350 autofl | ERK AVP inh | HBB splice mod | CRE-bla Fsk | Fluorescein autfl | GFP derepression
COc1ccc(C2=CSC3=NCCN23)cc1F is entered as i | 3% | 2% | i | 1% | i | -13% | -0.1% | 9% | i | -2%
COc1cc(NC(=O)Cn2nnc(-c3ccccc3N)n2)cc(OC)c1 is entered as i | 3% | -2% | i | 0% | ? | 5% | -0.2% | 11% | ? | -1%
Cc1ccc(N(CC(=O)NC2CCC(C)CC2)S(=O)(=O)c2cccnc2)cc1 (stereo unspecified) is entered as . | 18% | -1% | . | 1% | . | -4% | 0.2% | -8% | . | 0%
O=C(Cc1ccccc1)Nc1c(C(=O)N2CCOCC2)cnn1-c1ccccc1 is entered as . | -17% | 2% | . | -1% | . | -7% | 2.3% | -3% | . | 0%
CCOCCn1c(CCCO)nc2ccccc21 is entered as i | -1% | -2% | i | 2% | i | 16% | -0.2%[57.5 µM] | 0% | ? | -3%
